Screening results from PubChem.
GCN5L2 inh: blocks human GCN5L2 histone acetyltransferase; GCN5L2 HAT assay, ThioGlo1 CoA-SH fluorescence; Potency, µM (titrated, usually from 58.9 µM), without a hit: at the top dose activity change, negative = inhibition, hits mostly inhibitors; 0.21% of 390,000 active; AID 504327
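GCN5L2 (20 nM) in 50mM HEPES pH 7.5, 0.1mM EDTA, 0.01% Tween-20 preincubated 15 min with compounds at room temperature. Reaction started with H3(1-25) 75uM, acetyl-CoA 70uM, ThioGlo1 50uM; CoA-thiol fluorescence (Ex340/Em540) read at 0 and 20 min.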
FEN1 inh: inhibitors of human flap endonuclease 1. Potency, µM (series often up to 114 µM), inactives show at the top dose activity change, negative = inhibition, actives largely listed as inhibitors. P39748. 0.35% of 390,000 active. Recombinant FEN1 flap cleavage, fluorescence, 15 min; note: nearly all actives have a fitted effect of over 65% in size
Target sequence (P39748 whole entry, looked up): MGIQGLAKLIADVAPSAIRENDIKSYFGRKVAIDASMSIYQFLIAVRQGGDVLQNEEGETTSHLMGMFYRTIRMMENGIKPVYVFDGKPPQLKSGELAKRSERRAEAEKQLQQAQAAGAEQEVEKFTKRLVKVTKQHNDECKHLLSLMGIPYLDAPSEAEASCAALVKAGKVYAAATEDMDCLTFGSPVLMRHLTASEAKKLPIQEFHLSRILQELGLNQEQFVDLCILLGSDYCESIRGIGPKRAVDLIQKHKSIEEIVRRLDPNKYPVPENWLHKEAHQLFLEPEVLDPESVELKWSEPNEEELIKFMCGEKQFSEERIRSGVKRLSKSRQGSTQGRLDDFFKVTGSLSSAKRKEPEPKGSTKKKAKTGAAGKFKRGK
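Concentration–response screening of FEN1 (10 nM): 15 min compound preincubation at room temperature, reaction started with 50 nM substrate and read at 0 and 15 min. Corrected, normalized data were fitted by a four-parameter Hill equation.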
DT40 TDP1 CPT: DT40-hTDP1 cell growth loss with CPT | chicken DT40 Tdp1-/-;hTDP1 cells + 20 nM CPT, ATP luminescence, 48 h | 12% of 420,000 active | Potency, µM (doses to about 46.2 µM), for inactives: at the highest dose activity change, negative = growth inhibition, usual class: inhibitors; note: nearly all actives have a fitted effect of over 55% in size
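Chicken DT40 Tdp1-/- cells complemented with human TDP1, 400 cells/well, exposed to compounds plus 20 nM camptothecin for at least 48 h at 37 C; viability read as ATP content by CellTiter-Glo luminescence.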
* = called active by the depositor; ? = inconclusive; nt = no result given; & = joins results of further samples; [ ] = dose if it differs, or a comment. Calls come from the whole dose curve; as a rule, active = well fitted curve in the direction sought with a large enough effect; inconclusive = small, poorly fitted or top-dose-only effect, or another doubt; inactive = no such curve, though single readings can be large; an effect the other way counts as inactive or inconclusive. % is set by controls: 0 for no effect and ±100 for the full control effect; potency is the fitted concentration of half-maximal effect.

Fields: GCN5L2 inh	FEN1 inh	DT40 TDP1 CPT
> O=C(CSc1ccc([N+](=O)[O-])cc1)Nc1ccccc1N1CCOCC1
  -6%	8%	?
> CCOC(=O)c1c(-c2ccc(OC)c(OC)c2)csc1NC(=O)c1ccc(C)cc1
  -3%	6%	-18%
> Cn1c(SCc2ccccc2F)nc2cccnc21
  6%	1%	3%
> O=C(CSc1nc(=O)[nH]c2c1CCCC2)NCc1ccccc1Cl
  -2%	-3%	-26%
> O=C(COC(=O)c1cccnc1)c1ccc(Cl)c(Cl)c1
  -5%	0%	12%
> Cc1ccc(C(=O)NC2CCCN(c3ccc(C(F)(F)F)cn3)C2)cn1 (stereo not given)
  -5%	-5%	?
> Cn1nc(-c2ccccc2)cc1NC(=O)Nc1ccccc1F
  -3%	1%	1%
> Cc1ccc(NC(=O)C(=O)NCC(c2cccnc2)N2CCOCC2)cc1C (stereo not given)
  -4%	1%	-23%
> CCC(=O)c1ccc(OCC(=O)NCCC2=CCCCC2)c(OC)c1
  -16%	-2%	?
> Cn1cc([N+](=O)[O-])c(C(=O)NNC(=O)c2ccc([N+](=O)[O-])cc2)n1
  -2%	-5%	1%
> CC(=O)N1CCc2cc(C(=O)CN3CCN(c4cccc(Cl)c4)CC3)ccc21
  -9%	6%	15µM*
> Cc1ccc(C)c(OCC(=O)N/N=C/c2c(C)nn(-c3ccccc3)c2Cl)c1C
  1%	-5%	15µM*
> CC(=O)C1=C(C)NC(=O)NC1c1ccc(Cl)cc1 (stereo not given)
  -7%	-7%	27%
> CCCCNC(=S)NNC(=O)c1cc(C)on1
  -9%	4%	?
> O=C(NC1CCCCC1)C1CCN(S(=O)(=O)c2cccc3cccnc23)CC1
  -4%	-3%	-23%
> COc1ccc(S(=O)(=O)N2CCC(C(=O)NCCC(=O)NC3CC3)CC2)cc1
  15%	21%	-3%
> O=[N+]([O-])c1ccc(N=Nc2ccc(O)cc2O)cc1
  -22%	-3%	?
> COCCn1c(NCc2ccccc2)nc2c1c(=O)[nH]c(=O)n2C
  -5%	-1%	-2%
> N#Cc1ncc(C(F)(F)F)cc1Sc1ccccc1N
  4%	-5%	?
> NC(=O)c1ccccc1NC(=O)/C=C/c1ccc(Cl)cc1
  -6%	0%	?

Individual results from above:
FEN1 inh with `Cc1ccc(C(=O)NC2CCCN(c3ccc(C(F)(F)F)cn3)C2)cn1` (stereo not given) : -5%
DT40 TDP1 CPT with `COc1ccc(S(=O)(=O)N2CCC(C(=O)NCCC(=O)NC3CC3)CC2)cc1` : -3%

Further results:
Fields: GCN5L2 inh	FEN1 inh	DT40 TDP1 CPT
> CC(C)CN(C(=O)COC(=O)C1CC1)c1c(N)n(Cc2ccccc2)c(=O)[nH]c1=O
  -2%	0%	-12%
> COc1cc(NC(=O)COC(=O)c2ccccc2SCC(=O)N2CCCC2)cc(OC)c1
  -8%	12%	?
> Cc1ccc(NC(=O)CSCC(=O)N(C)CCOc2ccc(Cl)cc2)cc1
  -4%	12%	-27%
> CCOC(=O)c1c(NC(=O)COC(=O)CNC(=O)c2ccc(Cl)cc2Cl)sc(C(=O)N(C)C)c1C
  -1%	10%	15%
> CCCC(C)(C)NC(=O)CCCCC(=O)NC(C)(C)CCC
  10%	1%	-14%
> O=C(CCCn1c(SCC(=O)NC2CCCCC2)nc2ccccc2c1=O)NCC1CCCO1 (stereo not given)
  -2%	6%	-14%
> O=C(O)C1CN(c2ncccc2[N+](=O)[O-])C1
  -6%	1%	?
> Cc1ccc(OC(C)C(=O)O)cc1C (stereo not given)
  1%	-2%	4%
> Cc1ccc(-n2ccnc(SCC(=O)NCCc3ccccc3)c2=O)cc1F
  -7%	-4%	?
> COc1cc(/C=N/Nc2ccc(S(N)(=O)=O)cc2[N+](=O)[O-])cc(OC)c1O
  -8%	-9%	-20%
> O=C(CSc1nc(-c2ccccc2)cn1-c1ccccc1)Nc1ccccc1
  2%	-18%	?
> C/C=C/c1ccc(OCC(O)CN(C)Cc2ccc(SC)cc2)c(OC)c1 (stereo not given)
  20%	?	?
> Cc1[nH]c2ccc(C(=O)OC(C)C(=O)NC3CCCCC3C)cc2c1C (stereo not given)
  1%	17%	?
> COc1ccc(NS(=O)(=O)c2csc(C(=O)Nc3ccccc3)c2)cc1
  10%	-13%	?
> O=C(CN1C(=O)CCSc2ccccc21)Nc1ccc2c(c1)OCCO2
  -10%	-6%	?
> O=C(CN1C(=O)c2cccc3cccc(c23)C1=O)N1CCCCC1
  2%	-12%	-19%
> Cc1ccc(/C=N/N2CCN(Cc3ccccc3)CC2)cc1
  -2%	8%	0%
> CCOC(=O)CS(=O)(=O)c1nc(-c2ccccc2)cc(C(F)(F)F)n1
  -2%	-5%	0.65µM*
> O=C(O)c1ccc(-c2ccc(Cl)cc2Cl)o1
  2%	-3%	-1%
> Cc1ccc(-c2ccc(/C=N/n3cnnc3)o2)cc1Cl
  -14%	-1%	10%
> CCC(C)NC(=O)C1(O)c2ccccc2NC(=O)N1c1ccc(C)c(C)c1 (stereo not given)
  4%	-16%	5%
> Cc1ccc(CNC(=O)CCc2c(C)c3ccc(O)c(C)c3oc2=O)cc1
  -9%	-3%	-5%
> C[n+]1cccc(C(=O)O)c1
  nt	0%	-7%
> Cc1ccc2[nH]c3c(=O)n(CCCN4CCN(C)CC4)cnc3c2c1
  1%&0%	2%	-10%
> Cc1ccc(OCC(=O)O/N=C(\N)Cc2ccc([N+](=O)[O-])cc2)cc1C
  -9%	5%	19%
> CCC(c1nnc(SCC(=O)NCCc2ccc(Cl)cc2Cl)o1)N(C)C (stereo not given)
  -6%	0%	-6%
> CCN(C(=O)c1cc2c(=O)[nH]c3ccc(C)cc3c2s1)c1ccccc1F
  -11%	3%	13µM*
> O=C(CN(c1ccc(F)cc1)S(=O)(=O)c1ccc2c(c1)OCCO2)NCc1ccncc1
  -1%	-3%	-17%
> COc1ccc(C(=O)NC(C(=O)NCC2CCCO2)C(C)C)cc1 (stereo not given)
  -4%	8%	0%
> Cc1ccc(NC(=O)C2CCN(S(=O)(=O)c3ccc(C(C)(C)C)cc3)CC2)cc1S(=O)(=O)N1CCOCC1
  nt	14%	?
> Cc1ccc(C2=NNC(C(O)C(O)C(O)C(C)O)S2)cc1 (stereo not given)
  -5%	2%	7%
> COc1ccc(OC)c(S(=O)(=O)N2CCCC(N3CCN(c4ccccc4)CC3)C2)c1 (stereo not given)
  -9%	13%	?
> COC(=O)CNC(=O)Cn1c(=O)n(Cc2ccc(F)cc2)c(=O)c2sccc21
  -9%	40%[activator]	?
> Cc1cc(Nc2ccccc2)c2c([N+](=O)[O-])c(C)cc(C)c2n1
  -10%	-8%	?
> Cc1ccc(C)c(NC(=O)CN(C)C(=O)c2sccc2C)c1
  -12%	13%	-1%
> Cc1cc(C)cc(OCCOCCn2c(-c3ccc(Cl)cc3)nc3ccccc3c2=O)c1
  -8%	-21%	?
> O=[N+]([O-])c1ccc(COc2ccc(-c3[nH]ncc3-c3ccc(Cl)cc3)c(O)c2)cc1
  ?	-17%	?
> COc1ccc(-c2nc3c(C#N)c[nH]n3c2NC2CCCC2)c(OC)c1
  -8%	-10%	12µM*
> Cc1ccc(CNC(=O)CCCc2nnc3n(CC(C)C)c(=O)c4sccc4n23)cc1
  -9%	2%	?
> CC(Nc1n[nH]c(=O)[nH]c1=O)C(=O)N/N=C/c1ccccc1 (stereo not given)
  17%	-3%	8%

Part of the list above, reformatted.
> Cc1ccc(NC(=O)C2CCN(S(=O)(=O)c3ccc(C(C)(C)C)cc3)CC2)cc1S(=O)(=O)N1CCOCC1
  GCN5L2 inh: nt
  FEN1 inh: 14%
  DT40 TDP1 CPT: ?
> Cc1ccc(C2=NNC(C(O)C(O)C(O)C(C)O)S2)cc1 (stereo not given)
  GCN5L2 inh: -5%
  FEN1 inh: 2%
  DT40 TDP1 CPT: 7%
> COc1ccc(OC)c(S(=O)(=O)N2CCCC(N3CCN(c4ccccc4)CC3)C2)c1 (stereo not given)
  GCN5L2 inh: -9%
  FEN1 inh: 13%
  DT40 TDP1 CPT: ?
> COC(=O)CNC(=O)Cn1c(=O)n(Cc2ccc(F)cc2)c(=O)c2sccc21
  GCN5L2 inh: -9%
  FEN1 inh: 40%[activator]
  DT40 TDP1 CPT: ?

Carrying on.
compound	GCN5L2 inh	FEN1 inh	DT40 TDP1 CPT
CCN(C(=O)COc1ncnc2ccc(Br)cc12)C1CCS(=O)(=O)C1 (stereo not given)	-2%	7%	-9%
Cc1cccc(N2CCN(C(c3ccc(F)cc3)c3nnc(-c4ccccc4)o3)CC2)c1C (stereo not given)	-7%	-13%	?
CCOc1ccccc1NC(=O)C(OC(=O)c1cc(C)oc1C)c1ccccc1 (stereo not given)	-12%	-1%	?
Cc1ccccc1Cn1nnc2c(=O)[nH]c(C3CCN(C(=O)c4ccc(F)cc4)CC3)nc21	-6%	2%	?
Cc1cc(C(=O)Nc2ccccc2C)on1	-3%	7%	-4%
CC1(C)CC(=O)C(C=N)=C(O)C1	-1%	0%	-1%
C#Cc1ccc(CN2CCC(Oc3ccc(C(=O)NCc4ccccn4)cc3)CC2)cc1	-16%	-19%	-21%
Nc1cc([N+](=O)[O-])ccc1Nc1ccccc1	2%	-17%	15µM*
NC(=S)NNc1cccc2cccnc12	-5%	-30%	6.5µM*
COc1ccc(Cc2nc(-c3cccc(C)c3)no2)cc1	-15%	6%	-12%
CCOCCCNC(=O)CNC(=S)N(Cc1ccc(C)cc1)Cc1ccco1	-3%	10%	?
CCCN(CCC)Cc1c(C(=O)N/N=C/C(C)=C\c2ccccc2)nnn1-c1nonc1N	-14%	-1%	16µM*
O=C(CSc1cn(CCNC(=O)c2c(F)cccc2F)c2ccccc12)NCC1CCCO1 (stereo not given)	19%	-2%	-10%
COc1ccccc1N1CCN(C(=O)c2cc(C(=O)N3CCN(c4ccccc4OC)CC3)cc([N+](=O)[O-])c2)CC1	-20%	3%	9%
O=C(O)CCSc1ccccn1	-1%	-12%	-4%
CCOc1ccc(CCNC(=O)c2ccc3c(c2)N(Cc2ccc(C)cc2)CCS3)cc1	-10%	-11%	18µM*
CC1c2[nH]c3ccccc3c2C[C@H]2C(=O)N(CCO)CC(=O)N12 (stereo not given in full)	17%	19%	0%
COc1ccccc1C(=O)COC(=O)CN1C(=O)c2ccccc2C1=O	-2%	-10%	-12%
Cc1ccc(N(CC(N)=O)C2SC(=O)N(Cc3cccc(C(=O)O)c3)C2=O)cc1 (stereo not given)	-1%	0%	-94%
COc1cccc(CC(=O)Nc2ccc3nc(Nc4cccc(C(F)(F)F)c4)cc(C)c3c2)c1	-14%	-18%	?
CN(C)C(=O)COC(=O)c1cc(Cl)cc(Cl)c1N	-14%	-7%	5%
CCN1CCCC1CNc1ccc(S(C)(=O)=O)cc1[N+](=O)[O-] (stereo not given)	-3%	-13%	-1%
C#CCNC(=O)C1=C[C@H](c2coc3ccccc3c2=O)C[C@H](OCc2ccc(CO)cc2)O1	1%	17%	?
CCOC(=O)Cc1csc(NS(=O)(=O)c2ccc(C(F)(F)F)cc2)n1	2%	3%	-20%
CCCCNS(=O)(=O)c1ccc2nc(SCC(N)=O)[nH]c2c1	2%	-2%	-10%
CC1CCCC(C)N1C(=O)COC(=O)Cn1cnc2c1c(=O)n(C)c(=O)n2C (stereo not given)	-6%	5%	-9%
CCCCNC(=O)C1CCN(S(=O)(=O)c2cnc[nH]2)CC1	0%	2%	11%
COC(=O)c1cc(C)nc2c1c(=O)nc(SCc1ccccc1Cl)n2C1CC1	-3%	-4%	-20%
COc1ccc(S(=O)(=O)N2CCC(NC(=O)C3CCCCC3)CC2)cc1	-1%	0%	0%
CCc1cccc(NC(=O)C2CCCN(S(=O)(=O)c3cccnc3)C2)c1 (stereo not given)	-2%	-4%	?
c1cc(CN2CCCCC2)cc(OCCCNc2nc3ccccc3s2)c1	2%&0%	-3%	18µM*
Cc1ccc(N2C(=O)NC(NC(=O)C(C)(C)C)(C(F)(F)F)C2=O)cc1C (stereo not given)	-6%	-11%	-1%
Cn1cccc1CNC(=O)Nc1ccc(Cl)cc1	-2%	-7%	?
COC(=O)c1cc(NC(=O)Cc2cccs2)cc(C(=O)OC)c1	?	-13%	4%
Cc1ccc(N(Cc2ccco2)C(=O)c2cccc(S(=O)(=O)N(C)C)c2)cc1	-4%	2%	?
COc1ccc(C2CC(=O)Oc3cc4c(cc32)OCO4)cc1 (stereo not given)	-6%	1%	3%
Cc1cccn2c(=O)c3cc(C(=O)N4CC(C)CC(C)C4)sc3nc12 (stereo not given)	-1%	-19%	?
CCOC(=O)N1CCN(C(=S)NC(C)(C)C)CC1	-5%	10%	3%
CC(=O)NC1C(Oc2cccc(C)c2)OC2COC(c3ccco3)OC2C1O (stereo not given)	-2%	0%	?

Some of the compounds tested (hit frequency here may not be typical).
